# TNF necrop inh = inhibitors of TNF-alpha triggered necroptosis, primary screen, cell-based, Jurkat FADD-/-, single concentration; hit rate 0.068% among 220,000; Jurkat FADD-/- TNF necroptosis rescue, ATP luminescence, 24 h; 0 = TNF only, 100 = no-TNF cells; activation (protection from cell death), % at 10 µM;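 active = activation, meaning protection from cell death, of at least 50% relative to plate controls; inactive = activation below 50%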;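 also: necroptosis triggered by 40 ng/mL TNF-alpha added together with compound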
# Cl transport mod = KCC2 cotransporter modulators, thallium flux, primary screen, cell-based, HEK293 KCC2, FluoZin-2 fluorescence, MLSMR. Solute carrier family 12 member 5 (Homo sapiens), Q9H2X9. KCC2 cells, thallium flux FluoZin-2 fluorescence. B-score of Tl+ flux slope (higher = more flux/activation; lower = inhibition) at 10 µM. hit rate 2.2% among 190,000. AID 1456, 2008;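 active = thallium flux slope and its plate-corrected score both differing from the plate sample mean at a set confidence after two filtering rounds, in either direction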;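 also: slope of fluorescence scaled to starting intensity during 10 to 20 s after thallium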
# EBV gp42 block = Epstein-Barr virus gp42 inhibitors, primary screen, biochemical, uHTS, fluorescence polarization; Glycoprotein 42 (Epstein-Barr virus (strain AG876)), Q1HVG2; Fluorescence polarization binding assay, mP read-out; inhibition, % (tested at 21.74 µM); hit rate 0.42% among 220,000; AID 1085, 2008; in the data active = inhibition above about 50%
# eIF4E-4G inh = eIF4E–eIF4G protein interaction inhibitors, primary screen, biochemical, uHTS, TR-FRET, eIF4GI fragment; hit rate 0.37% among 220,000; TR-FRET eIF4E-eIF4GI(517-606) binding, 2 h; Eukaryotic translation initiation factor 4E (Mus musculus) + Eukaryotic translation …; inhibition, % at 21.7 µM;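 active = inhibition above about 30%, limit read from the data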;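 also: 0% = full FRET control wells and 100% = background wells lacking eIF4GI fragment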
# Target sequence (P63073 whole entry, looked up, the tested form may be a part): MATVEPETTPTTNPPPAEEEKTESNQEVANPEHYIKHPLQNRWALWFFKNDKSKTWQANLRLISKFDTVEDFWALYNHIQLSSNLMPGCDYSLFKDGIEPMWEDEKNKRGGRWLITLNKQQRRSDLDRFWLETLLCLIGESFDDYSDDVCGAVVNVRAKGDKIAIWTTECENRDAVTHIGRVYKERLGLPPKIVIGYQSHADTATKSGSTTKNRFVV
# Target sequence (Q04637 whole entry, looked up, the tested form may be a part): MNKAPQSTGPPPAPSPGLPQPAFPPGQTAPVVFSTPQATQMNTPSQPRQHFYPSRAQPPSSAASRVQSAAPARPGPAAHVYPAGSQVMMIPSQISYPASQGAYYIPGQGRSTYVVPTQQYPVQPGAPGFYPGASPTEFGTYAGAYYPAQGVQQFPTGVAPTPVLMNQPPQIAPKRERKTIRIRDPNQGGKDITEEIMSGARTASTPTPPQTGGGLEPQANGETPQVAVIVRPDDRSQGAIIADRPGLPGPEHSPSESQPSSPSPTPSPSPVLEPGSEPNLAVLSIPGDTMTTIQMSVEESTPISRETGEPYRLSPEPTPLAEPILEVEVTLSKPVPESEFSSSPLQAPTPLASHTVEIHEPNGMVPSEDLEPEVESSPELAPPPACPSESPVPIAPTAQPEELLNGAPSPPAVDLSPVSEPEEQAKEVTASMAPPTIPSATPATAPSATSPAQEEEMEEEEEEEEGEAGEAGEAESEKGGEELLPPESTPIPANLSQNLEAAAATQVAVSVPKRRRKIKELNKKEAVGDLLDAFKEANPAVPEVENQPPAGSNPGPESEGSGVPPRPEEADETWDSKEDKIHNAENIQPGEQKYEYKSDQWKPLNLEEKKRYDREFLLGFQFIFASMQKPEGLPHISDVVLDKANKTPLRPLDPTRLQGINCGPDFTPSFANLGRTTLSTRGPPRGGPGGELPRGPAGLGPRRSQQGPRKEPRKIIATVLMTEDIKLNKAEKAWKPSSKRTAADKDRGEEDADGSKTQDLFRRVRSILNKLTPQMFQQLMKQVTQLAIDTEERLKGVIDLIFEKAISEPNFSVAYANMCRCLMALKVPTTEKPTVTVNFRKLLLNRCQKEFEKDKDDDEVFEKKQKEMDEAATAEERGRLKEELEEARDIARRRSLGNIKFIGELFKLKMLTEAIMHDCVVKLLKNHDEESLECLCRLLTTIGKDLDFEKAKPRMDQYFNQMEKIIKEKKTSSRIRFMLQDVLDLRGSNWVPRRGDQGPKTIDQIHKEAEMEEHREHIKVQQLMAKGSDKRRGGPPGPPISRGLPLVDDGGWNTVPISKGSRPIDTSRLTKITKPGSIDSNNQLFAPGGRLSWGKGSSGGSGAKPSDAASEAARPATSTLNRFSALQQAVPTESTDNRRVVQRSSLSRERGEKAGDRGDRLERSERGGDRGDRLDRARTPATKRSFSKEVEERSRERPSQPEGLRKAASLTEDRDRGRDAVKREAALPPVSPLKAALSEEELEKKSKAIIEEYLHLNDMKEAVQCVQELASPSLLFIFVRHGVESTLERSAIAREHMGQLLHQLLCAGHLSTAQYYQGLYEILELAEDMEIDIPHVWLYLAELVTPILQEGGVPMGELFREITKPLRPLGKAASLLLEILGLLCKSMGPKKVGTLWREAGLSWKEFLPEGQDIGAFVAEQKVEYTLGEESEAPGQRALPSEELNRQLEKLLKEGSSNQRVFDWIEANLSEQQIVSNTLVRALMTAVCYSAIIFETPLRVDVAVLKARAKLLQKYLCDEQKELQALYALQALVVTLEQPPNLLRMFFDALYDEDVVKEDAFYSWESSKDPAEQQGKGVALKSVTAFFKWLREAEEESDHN
# PERK inhibitor = block of dimerizer-induced PERK translation repression, primary screen, PERK inhibitor project, CHO PERK-DD cells, SEAP luminescence, HTS; hit rate 0.17% among 220,000; inhibition, % at 5.6 µM; AID 1416, 2008; CHO PERK-DD fusion, SEAP luminescence translation reporter;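 active = inhibition above the mean inhibition of all tested compounds plus 3 SD, set separately per screening campaign, cut at about 2.9% in these data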;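 also: PERK kinase domain activated by AP20187 dimerizer at 100 nM; 0% = DMSO with dimerizer and 100% = rapamycin at 8.4 µM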
# MDM2 E3 inh = MDM2-luciferase reporter signal enhancers, primary screen, MDM2 E3 ligase inhibitor project, cell-based, luminescence, 1536-well; AID 1230, 2008; hit rate 0.11% among 210,000; E3 ubiquitin-protein ligase Mdm2 (Homo sapiens), Q00987; cell-based MDM2 ubiquitination luciferase reporter, 2 h; 0 = plate control, 100 = twice control, blank-subtracted; signal enhancement, % at 5 µM;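 active = signal enhancement of 30% or more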;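 also: luminescence tracks abundance of the self-degrading MDM2-luciferase fusion protein; higher signal means inhibition of MDM2 E3 ligase activity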
#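 System: stable MDM2–luciferase fusion reporter cells / Input: 2000 cells seeded into each well / Schedule: 4 h settle plus 2 h compound, 37 °C / Compound: single-point 5 µM / Buffer or medium: cells held in DMEM / Benchmarks: control and blank well means / Evaluation: percent signal gain over controls, blank-subtracted / Measured by: luciferase luminescence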
# Rad51 HR inh = human RAD51 strand exchange inhibitors, primary screen, biochemical, fluorescence. DNA repair protein RAD51 homolog 1 (Homo sapiens), Q06609. hRad51 DNA strand exchange, fluorescence dequenching. inhibition, % at 10 µM. hit rate 0.085% among 200,000. AID 1385, 2008;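 active = inhibition above 40% at the single screening dose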;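 also: 0% = DMSO control wells and 100% = blanks with heterologous ssDNA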
#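 Test system: preformed human Rad51 ssDNA filaments; also added: Donor/quencher-labelled 47-bp dsDNA substrate; doses: 10 µM final, single point; times: 37 °C 15-min filament assembly, 30-min compound preincubation, 15-min exchange; detection: FRET fluorescence dequenching, excitation 485 nm, emission 520 nm; read-out basis: Fluorescence-based percent inhibition, control- and blank-normalised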
# Calpain2 inh = inhibitors of pig calpain II, primary screen, biochemical, fluorogenic peptide substrate, 1536-well. purified calpain II, 30 min. inhibition, % at 16 µM. hit rate 0.37% among 220,000. AID 1236, 2008;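 active = inhibition above about 50%, limit read from the data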
# zVAD death inh = inhibitors of zVAD-triggered necroptosis, primary screen, L929 cells. L929 zVAD necroptosis rescue, ATP luminescence, 24 h; with zVAD 60 µM. viability rescue, % at 10 µM. hit rate 0.38% among 220,000. AID 1377, 2008;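 active = activation, scaled between plate controls, above about 75%, limit read from the data; inactive = activation under that limit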;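 also: 0% = zVAD with DMSO and 100% = DMSO alone without zVAD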
# Active calls of the source: *; nt = no result given; [ ] = remark or other dose.
SMILES,TNF necrop inh,Cl transport mod,EBV gp42 block,eIF4E-4G inh,PERK inhibitor,MDM2 E3 inh,Rad51 HR inh,Calpain2 inh,zVAD death inh
CCN1C(=O)C2C(c3ccc(O)c(OC)c3)NC(C)(C(=O)OC)C2C1=O (configuration not stated),-0.6,0.79,6,8[fluorescence artefact?],-0.4,-8,0,20,0.0
CCCOc1ncnc2c1[nH]c1ccc(C)cc12,-10,0.86,-13,4,0.5,-20,-4,-152,8.2
CC1CN(c2ccc(C(=O)c3ccccc3C(=O)O)cc2[N+](=O)[O-])CC(C)O1 (configuration not stated),-1.2,0.37,17,-3,1.4,-15,-12,12,0.2
O=C(COC(=O)CCS(=O)(=O)c1ccc(Cl)cc1)NCCc1ccc(Cl)cc1Cl,-0.4,0.95,-9,2,1.6,-8,19,-5,-0.4
CNc1c([N+](=O)[O-])ncn1C,-0.7,-0.038,-12,2,0.0,-8,9,2,-0.1
CC(NC(=O)COc1ccccc1)C(=O)OCC(=O)c1cc2ccccc2o1 (configuration not stated),-3.0,0.34,-4,4,1.0,-12,-9,-11,0.0
COc1ccc(NC(=O)CSc2nc(O)cc(=O)[nH]2)c(OC)c1,0.1,-0.016,-11,96*,-0.2,nt,-2,-12,0.1
COc1ccccc1C(=O)Nc1ccc(S(=O)(=O)NC2=NCCCCC2)cc1,0.7,0.25,-15,-4,-0.5,-6,-5,32,-0.5
COC(=O)c1cc(CNC(=O)c2ccc(O)c(Cl)c2)ccc1OC,3.6,0.8,-11,4,1.4,-3,1,-7,0.8
CN(C)C(CNC(=O)CSc1nnc(-c2ccco2)o1)c1ccccc1 (configuration not stated),-4.2,0.18,-2,-9,1.0,-17,6,9,0.4
COc1cccc(/C=N/Nc2cc(C)nc(-c3ccccc3O)n2)c1O,-9.6,0.26,-9,1,0.8,-7,0,-243,9.4
N/C(=N\OC(=O)Cc1ccccc1[N+](=O)[O-])c1ccc(Br)cc1,1.8,-1,-6,1,0.9,-8,11,-10,3.0
O=C(CCC(=O)OCC(F)(F)C(F)F)Nc1ccc(Cl)cc1,-1.2,8.3*,-4,-1,1.5,-18,11,11,-0.2
COC(C(=O)Nc1ccc(S(=O)(=O)N2CCCCC2)cc1)c1ccccc1 (configuration not stated),60*,0.53,-6,4,-0.9,14,-6,21,-0.3
COC(=O)Cc1[nH]n(-c2ccccc2)c(=O)c1C=Nc1ccc(C)cc1,2.0,1.8,1,-4,-0.9,2,nt,9,0.8
COc1c(-c2ccc(O)cc2)oc2cc(O)cc(O)c2c1=O,-4.1,-0.57,-16,-2,nt,-14,10,5,3.6
CCCCNC(=O)C1c2cc(OC)c(OC)cc2C(=O)N(C)C1c1cccs1 (configuration not stated),0.1,0.48,-15,5,0.2,-4,-7,1,-0.1
OCCOCCOc1cccc2[nH]ccc12,0.4,-0.051,-4,-1,0.6,-11,-11,8,0.8
Cc1ccc(-c2nc(-c3ccccn3)no2)cc1Cl,-6.8,-0.44,-1,5,0.6,1,nt,-5,0.2
CCN(CC)S(=O)(=O)c1cc(NC(=O)c2ccc(Br)s2)ccc1C,-2.2,0.34,-6,4,1.6,-29,33,0,54
CC(C)(C)N1CC(c2nc3ccccc3n2Cc2ccccc2)CC1=O (configuration not stated),-2.1,nt,-15,-2,-2.4,-11,-5,-8,-1.4
CCOc1cccc(NC(=O)Cc2cccs2)c1,13,0.034,0,-9,0.6,-12,-8,6,1.9
Cn1cccc1-c1nc2ccc(NC(=O)c3ccco3)cc2[nH]1,1.7,nt,3,0,-1.1,-26,-3,37,0.7
Cc1c(Cl)cccc1NC(=S)N(C)CCC#N,0.1,0.12,-15,-4,0.3,-9,-5,12,0.7
COc1ccc(/C=C2\SC(=S)N(N3C(=O)CCC3=O)C2=O)cc1O,0.1,0.96,-10,6,0.8,-4,7,-3,0.5
CC(=O)Nc1ccc(SCC(=O)OCC(=O)NC(=O)NCc2ccco2)cc1,-1.4,nt,-26,3,0.1,-1,nt,-10,-0.1
Cc1ccc(C(=O)NC(=C(Cl)Cl)S(=O)(=O)c2ccccc2)cc1,-4.5,0.27,10,3,-0.6,-5,-3,10,-0.2
CN1/C(=C\C(=O)Nc2cccc(Cl)c2)C(C)(C)c2ccccc21,-0.7,-0.85,2,1,1.1,-11,-6,-13,1.3
O=C(Nc1nc2ccccc2s1)C1CCCN1S(=O)(=O)c1ccc(Cl)cc1 (configuration not stated),-0.1,nt,-9,1,-1.0,18,4,-10,0.0
OC1(C(F)(F)F)CC(O)(C(F)(F)F)n2nc(-c3ccccc3)cc2N1 (configuration not stated),0.5,nt,-7,6,0.5,-5,0,14,2.3
CN(C)CCN(C(=O)c1ccc(S(=O)(=O)N(C)C)cc1)c1nc2cc3c(cc2s1)OCCO3,1.1,-0.35,-3,0,1.4,-6,0,-25,18
CCOC(=O)Nc1ccc(=O)n(Cc2c(Cl)cccc2Cl)c1,-2.7,-0.46,3,0,0.9,-5,-5,-76,1.4
COc1ccc(-c2noc(-c3ccc4c(c3)OCO4)n2)cc1,-1.5,0.44,-15,3,0.1,-40,-2,-1,-0.3
Cc1ccc2c(c1)C(c1ccncc1)=NNC(c1ccc(C(C)C)cc1)=N2,0.5,nt,4,-2,-0.4,2,2,6,2.3
COc1ccc(-c2csc3nc[nH]c(=O)c23)cc1,-2.1,-0.79,-6,-3,1.8,-12,-6,-3,1.9
NC(=O)CN(N=Nc1cccc([N+](=O)[O-])c1)c1cccc([N+](=O)[O-])c1,0.0,0.25,7,2,0.0,-13,-7,14,0.5
COc1ccccc1NC(=O)CSc1nnc(Cc2cccn2C)n1CCc1ccccc1,-3.7,-0.99,-5,3,-1.3,-17,-4,13,-0.7
CCC(C(=O)OCn1nnc2ccccc2c1=O)c1ccccc1 (configuration not stated),-0.5,0.41,-1,1,1.6,0,0,19,2.4
COC(=O)c1cc(NS(=O)(=O)c2ccc(C(C)C)cc2)ccc1N1CCOCC1,2.1,-0.57,-15,4,-1.6,-11,8,13,1.4
CNC(=S)Nc1ccc(C(N)=O)cc1,-0.7,0.13,-15,3,-0.3,4,2,18,8.4
O=C(c1ccccc1Oc1ccc(C(F)(F)F)cc1[N+](=O)[O-])N1CCOCC1,0.7,0.84,-13,7,0.0,-7,8,-8,-0.6
Brc1ccc(-c2csc(/N=C/N3CCCC3)n2)cc1,-2.0,-1.2,18,0,1.0,-19,-1,12,74
COc1ccc(-n2c(CN3CCC(C)CC3)nc3ccc([N+](=O)[O-])cc3c2=O)c(OC)c1,-2.2,-0.13,-7,1,1.3,-4,-6,-40,0.3
Cc1[nH]c(=S)c(C#N)c(C)c1C(=O)Nc1ccccc1,-0.4,0.66,-23,-19,0.6,0,nt,5,0.1
Cc1ccc(CC(=O)OCCNC(=O)c2cccnc2)cc1,0.4,nt,-9,0,0.8,-16,6,-1,0.9
O=C(Nc1ccc2c(c1)OCCO2)C1CCN(C(=O)c2ccc(Cl)cc2)CC1,0.6,1.1,-15,13[fluorescence artefact?],0.6,1,0,0,0.4
Cc1nc2cc(C(=O)O)ccc2n1-c1ccccc1,-0.4,nt,-3,4,1.0,-16,1,4,-1.0
CC1(C)C(CO)=CC(=O)C2=C1SCC(=O)N2,1.3,-0.83,-24,1[fluorescence artefact?],0.8,nt,11,-9,5.7
COc1cc(/C=C/C(=O)NCC(=O)N2CCC(N(C)CCN3CCOCC3)CC2)ccc1OC(C)C,1.3,-0.06,1,0,-0.2,-36,-2,-84,0.1
COc1ccccc1NC(=S)N/N=C/c1cccc(C)c1,0.8,5.5*,-5,0,0.0,-8,3,2,5.3
CCOc1ccc2[nH]c(=O)c(CN(CCO)C(=O)c3ccc(F)cc3)cc2c1,-1.9,-1.4,-7,-33,1.0,-6,-10,-140,0.4
O=C(NC1(C(F)(F)F)N=C2SCCN2C1=O)c1ccccc1F (configuration not stated),0.5,-0.037,-8,1,1.7,-5,8,-19,0.9
Cc1c(Cl)cccc1Nc1ncccc1C(=O)OCC(O)CO (configuration not stated),2.8,nt,-18,0,0.5,nt,9,1,-0.4
CCCN1CCN(C(c2cc3cc(OCC)ccc3[nH]c2=O)c2nnnn2C2CCCCC2)CC1 (configuration not stated),-1.2,nt,0,6,-1.3,9,3,-183,0.5
N#Cc1ccc(C(=O)N/N=C/c2cn(CC(=O)O)c3ccccc23)c(F)c1,2.7,1.6,-48,2,0.1,-12,-4,13,0.9
CCOc1cc(C2C(C(=O)OCC(C)C)=C(C)N=C3SCCC(=O)N32)ccc1OC(C)=O (configuration not stated),1.4,0.29,-9,-1,0.1,-13,4,-15,0.3
COC(=O)NC1CSCC1OC(=O)c1ccc(Br)cc1 (configuration not stated),-2.0,nt,-23,1,0.5,-30,-3,19,-0.1
CCCC(=O)Nc1ccc(C(=O)Nc2cc(C(F)(F)F)ccc2Cl)cc1,1.3,0.38,-18,-7,-0.8,-3,-7,-25,14
Clc1ccccc1Cn1nnc(-c2cccs2)n1,1.3,-0.76,0,2[fluorescence artefact?],-0.1,-10,nt,22,-0.1
N/C(=N\OC(=O)Cc1ccccc1)c1ccc([N+](=O)[O-])cc1,-0.1,-0.55,-2,4[fluorescence artefact?],0.6,-2,nt,-13,0.1
S=C(NNC(=S)NC1CC2CCC1C2)NC1CC2C=CC1C2 (configuration not stated),3.8,0.8,-4,-7,0.3,-3,11,-4,0.8
O=C(NCc1cccs1)C1CCCN(S(=O)(=O)c2ccc3c(c2)OCO3)C1 (configuration not stated),0.1,nt,-3,-4[fluorescence artefact?],0.1,-14,5,3,-0.1

# Entries of single compounds, looked up by structure. Values in the order: TNF necrop inh, Cl transport mod, EBV gp42 block, eIF4E-4G inh, PERK inhibitor, MDM2 E3 inh, Rad51 HR inh, Calpain2 inh, zVAD death inh
# COc1cc(/C=C/C(=O)NCC(=O)N2CCC(N(C)CCN3CCOCC3)CC2)ccc1OC(C)C across the screens: 1.3, -0.06, 1, 0, -0.2, -36, -2, -84, 0.1
# COc1ccccc1NC(=S)N/N=C/c1cccc(C)c1 across the screens: 0.8, 5.5*, -5, 0, 0.0, -8, 3, 2, 5.3
# O=C(NC1(C(F)(F)F)N=C2SCCN2C1=O)c1ccccc1F (configuration not stated) across the screens: 0.5, -0.037, -8, 1, 1.7, -5, 8, -19, 0.9

# Screens from PubChem.
